Screens deposited in PubChem by several laboratories.
EP2 antag = blocks the human prostaglandin E2 receptor EP2 | P43116 | C6 glioma cells expressing human EP2, cAMP TR-FRET; cells stimulated with saturating PGE2 | inhibition, % at 25 µM | 260,000 tested, 0.52% active;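 active = percent inhibition above 40 after rounding to a whole number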;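 note: rat C6 glioma host cells with rolipram phosphodiesterase inhibitor present; the protocol text gives 20 µM as final concentration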
14-3-3 Bad inh = disrupts binding of bovine 14-3-3 zeta to phospho-Bad peptide | P63103 | TR-FRET 14-3-3zeta/Dy647-pBad peptide displacement, 1 h | inhibition, % at 21.7 µM | 220,000 tested, 0.71% active | AID 781;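 active = inhibition above about 70%, limit read from the data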;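 note: 0% = full 14-3-3 plus peptide FRET controls and 100% = background without 14-3-3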
TRPML3 agonist = agonists of human TRPML3 channel; HEK293 TRPML3-YFP, Fluo-8 calcium fluorescence; 100% = the carbachol control signal; AID 1448; activation, % at 3 µM; 220,000 tested, 0.29% active;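 active = activation above its plate's cutoff, the mean activation of the plate's test wells plus 3 SD, cut at about 12% in these data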;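 note: 0% = DMSO only wells and 100% = carbachol wells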
Target sequence (Q8TDD5 whole entry, looked up): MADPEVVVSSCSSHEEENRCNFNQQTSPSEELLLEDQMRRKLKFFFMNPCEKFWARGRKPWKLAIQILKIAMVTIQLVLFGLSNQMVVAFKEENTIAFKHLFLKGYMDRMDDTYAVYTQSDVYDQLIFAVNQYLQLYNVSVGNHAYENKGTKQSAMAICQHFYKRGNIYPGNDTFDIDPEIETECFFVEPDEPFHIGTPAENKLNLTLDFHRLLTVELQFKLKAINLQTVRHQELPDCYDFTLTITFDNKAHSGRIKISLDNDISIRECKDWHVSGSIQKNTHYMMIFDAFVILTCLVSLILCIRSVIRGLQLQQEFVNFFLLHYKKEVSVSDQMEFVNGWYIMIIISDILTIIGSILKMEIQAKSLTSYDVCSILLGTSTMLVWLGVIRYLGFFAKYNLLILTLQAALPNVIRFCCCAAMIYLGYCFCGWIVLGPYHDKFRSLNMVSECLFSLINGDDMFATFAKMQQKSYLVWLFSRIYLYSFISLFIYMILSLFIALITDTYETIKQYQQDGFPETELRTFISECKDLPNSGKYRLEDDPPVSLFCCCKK
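Material: HEK293 cells stably carrying human TRPML3-YFP; compound dosing: single dose, 3 µM final nominal compound, 0.3% DMSO final; incubation: 1-h 37 °C dye load, 5-s basal, 120-s post-compound reads; technique: Fluo-8 intracellular calcium fluorescence, excitation 470-495 nm, emission 515-575 nm; read-out basis: percent activation from peak-to-basal fluorescence ratio, scaled between DMSO and carbachol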
NPY1 pot ag = potentiates or activates human NPY-Y1 receptor. P25929. NPY-Y1 expressing cells, potentiator/agonist activation. activation, % at 3.6 µM. 220,000 tested, 0.37% active. AID 1304; in the data active = activation above about 33%, passing the limit was not always enough;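 note: cells stimulated with NPY at EC10 then isoproterenol at EC100; 0% = low agonist plus stimulus and 100% = saturating agonist plus stimulus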
Target sequence (P25929 whole entry, looked up): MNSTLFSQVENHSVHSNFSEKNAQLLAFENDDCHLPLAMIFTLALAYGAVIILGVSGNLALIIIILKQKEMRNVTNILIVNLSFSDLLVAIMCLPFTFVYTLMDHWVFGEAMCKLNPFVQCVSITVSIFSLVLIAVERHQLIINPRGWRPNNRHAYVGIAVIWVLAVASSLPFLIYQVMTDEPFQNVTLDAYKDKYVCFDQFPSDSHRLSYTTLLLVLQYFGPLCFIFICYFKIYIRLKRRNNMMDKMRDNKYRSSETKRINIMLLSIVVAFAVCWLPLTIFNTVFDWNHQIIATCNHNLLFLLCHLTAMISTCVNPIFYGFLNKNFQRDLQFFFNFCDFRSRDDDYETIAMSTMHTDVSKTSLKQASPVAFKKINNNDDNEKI
PPC-1+TRAIL kill = kills PPC-1 cancer cells in the presence of TRAIL; PPC-1 cells + TRAIL, ATPLite viability luminescence; cell killing (% activity), % at 4 µM; 220,000 tested, 0.41% active;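 active = cell killing above 50% in the first pass at 4 µM, then a duplicate retest at 5 µM averaging 50% or more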;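 note: plate controls were cells with TRAIL plus DMSO for no effect and medium-only wells lacking cells for full effect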
EP2 modulator = modulators of human EP2 prostaglandin E2 receptor; EP2-expressing cells, cAMP HTRF FRET, PGE2 co-stimulation; AID 940; 260,000 tested, 0.83% active; induction, % at 25 µM; P43116;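 active = compounds whose cAMP rise, as percent of the full-agonist control response, exceeds 60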;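 note: rat C6 glioma line stably carrying human EP2 under a CMV promoter; the protocol text gives 20 µM as final concentration; 100% = response of wells given 1 µM PGE2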
CHOP inhibitor = inhibitors of CHOP induction in ER stress response; CHO-K1 CHOP-promoter luciferase, tunicamycin-induced, 15-18 h; inhibition, % at 10 µM; 220,000 tested, 3.8% active; AID 2732;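 active = compounds that reduced the stress-induced luciferase reporter signal by more than about 70% of percent inhibition, limit read from the data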;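 note: 0% = tunicamycin plus vehicle and 100% = wells without tunicamycin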
NPY-Y1 antag = antagonists of human neuropeptide Y receptor Y1; HEK293-CNG Y1 cells, membrane potential fluorescence; NPY at EC95, then isoproterenol; inhibition, % at 3.6 µM; 200,000 tested, 1% active; AID 1040;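 active = inhibition above the campaign mean inhibition of all tested compounds plus 3 SD, cut at about 20% in these data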;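 note: 0% = DMSO wells given NPY plus isoproterenol and 100% = isoproterenol alone without NPY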
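Test system: HEK293 cells co-expressing NPY Y1 receptor and cyclic-nucleotide gated channel; Also added: NPY (25 nM), isoproterenol (1 µM), Ro 20-1724 (25 µM); Compound dosing: one concentration, 3.6 µM, in 0.4% DMSO; Timing: dye 3 h, compound 60 min room temperature, stimulation 45 min; Technique: Membrane-potential fluorescent dye readout.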
TRPN1 ag = zebrafish TRPN1 (NompC) channel agonism | 220,000 tested, 0.18% active | activation, % at 3 µM | HEK293 zebrafish TRPN1-YFP, Fluo-8 calcium fluorescence; 100% = response to 87 µM carbachol;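 active = activation above its plate's cutoff, the mean activation of test wells on that plate plus 3 SD, cut at about 19% in these data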;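 note: 0% = DMSO alone and 100% = 87 µM carbachol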
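Material – zebrafish TRPN1-YFP in HEK293 cells · Doses – 3 µM single point · Schedule – dye 1 h 37 °C plus 30 min RT · Signal – Fluo-8 calcium fluorescence, excitation 470-495 nm, emission 515-575 nm · Read-out – % activation versus carbachol response · Control set – carbachol high, DMSO low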
* marks the source's active call; other numbers are inactive results; · = not tested or not shown; [ ] = remark or other dose. Not all compounds are listed (hit frequency here may not be typical).

SMILES	EP2 antag	14-3-3 Bad inh	TRPML3 agonist	NPY1 pot ag	PPC-1+TRAIL kill	EP2 modulator	CHOP inhibitor	NPY-Y1 antag	TRPN1 ag
COc1cccc(C2C3=C(Nc4[nH]n(-c5ccccc5)c(=O)c42)c2ccccc2C3=O)c1 (configuration not stated)	7.9	9.5	0.5	-18.3	-8.5	-16.8	16.6	-4.2	-1.3
CC(=O)c1c(N2CCOCC2)nc(=S)n(-c2cc(C)ccc2C)c1C	12.5	-1.4[fluorescence artefact?]	0.3	-5.5	10.0	10.7	-4.8	2.3	0.2
C=CCN(CC=C)C(=O)Nc1cc(Cl)ccc1OC	6.2	-2.1	-0.1	-2.5	19.7	25.4	12.7	3.3	-2.0
CCO/C=C/C(O)(CNC(=O)c1ccc(C(C)(C)C)cc1)C(F)(F)F (configuration not stated)	12.4	-14.2	0.7	-9.4	17.1	10.2	20.2	-3.2	-1.0
CCC(Sc1nc2ccccc2o1)C(=O)Nc1nnc(C)s1 (configuration not stated)	5.2	2.4[fluorescence artefact?]	0.1	-21.5	3.4	18.5	27.5	6.5	-0.2
O=C(NC1CCCCC1)C(c1ccco1)N(Cc1cccnc1)C(=O)C1COc2ccccc2O1 (configuration not stated)	6.7	-7.0	0.0	-20.1	15.3	29.0	59.8	15.1	-0.4
COc1cc2c(cc1NC(=O)COC(=O)Cn1cnc3ccccc31)oc1ccccc12	·	11.5	0.5	-6.3	10.7	0.6	-37.8	-6.9	1.2
Clc1ccc(-c2csc3ncnc(NCCN4CCOCC4)c23)cc1	13.8	-11.0	-0.2	1.3	-0.3	22.7	61.4	-6.3	-1.2
O=C(c1ccc(NS(=O)(=O)c2ccc3c(c2)OCCO3)cc1)N1CCCCC1	6.8	-11.6	2.6	-9.8	2.0	-15.6	12.8	·	4.5
Cc1ccccc1S(=O)(=O)Cc1ccc(C(=O)NCCCOC(C)C)o1	4.1	-0.9[fluorescence artefact?]	0.6	-11.0	10.6	5.9	26.6	1.7	1.5
COc1ccccc1NC(=O)c1cc2ccc(O)cc2o/c1=N\O	2.9	-13.1[fluorescence artefact?]	-0.5	8.2	17.7	-14.1	-7.8	-0.3	1.7
COC(=O)c1ccccc1Oc1nc(Cl)cc(OC)n1	6.1	-11.0	-0.3	1.7	28.1	2.1	13.4	5.2	-0.9
CC(C)[C@H](NC(=O)c1ccco1)C(=O)OCc1cc(=O)n2c(n1)sc1ccccc12	-0.1	29.7	1.1	-9.2	4.8	-21.6	15.4	4.7	2.4
COC(=O)c1c(NC(=O)COC(=O)c2ccc(Cl)cc2[N+](=O)[O-])sc2c1CCCCC2	8.5	11.3	1.1	-0.2	17.0	6.0	-6.8	4.4	0.8
CCOP(=O)(OCC)C(C#N)=C1SCN(c2ccc(Cl)cc2)CS1	10.4	-7.9	-0.1	3.7	-3.7	3.7	20.7	2.6	-0.2
O=C(CCN1C(=O)/C(=C/c2ccc(F)cc2)SC1=S)NNC(=O)c1ccncc1	3.7	-3.0	0.6	8.2	29.1	-59.6	0.9	-1.4	0.5
Cc1ccc(CN(Cc2ccco2)C(=S)NCC(=O)NC2CC2)cc1	2.9	-5.7	-0.4	11.3	-2.6	27.0	3.1	2.1	-0.7
COC(=O)C(NC(C)=O)(Nc1ccccc1)C(=O)OC	6.1	-8.6[fluorescence artefact?]	0.4	6.4	13.3	11.3	2.7	-2.9	1.9
Cc1cccc(C)c1OCC(=O)Nc1oc(-c2ccccc2)c(-c2ccccc2)c1C#N	11.2	·	0.4	-43.8	·	·	·	1.2	0.1
COCC(=O)Nc1nc2ccccc2s1	29.1	2.3	0.9	108.3*	-6.8	4.3	39.1	0.9	2.1
CCOCCCNC(=O)COC(=O)/C=C/c1ccc(S(=O)(=O)N2CCc3ccccc32)cc1	3.4	-6.8	0.9	8.2	0.8	-42.4	-20.2	0.9	2.7
Cc1ccc(-c2nc(-c3ccccn3)sc2CC(=O)O)cc1	9.5	6.0	0.7	18.1	0.0	0.0	-5.0	·	1.4
O=C1CC(c2ccccc2)CC(=NCCO)/C1=C(\O)CCCN1C(=O)c2ccccc2C1=O (configuration not stated)	8.2	11.1	0.0	15.8	18.1	-29.1	5.5	-3.2	1.1
O=C(CCc1nnc(C2(c3ccc(Cl)cc3)CCC2)o1)NC1CC1	9.9	0.9	0.5	6.1	6.9	20.4	-15.0	-3.8	-1.3
COc1cc(NC(=O)c2ccc(COCC(F)(F)F)o2)cc(OC)c1OC	5.2	-5.0	0.0	-11.9	21.9	16.2	28.0	-4.1	1.9
CC(NC(=O)c1cn(C)c2ccc(S(=O)(=O)N3CCCC3)cc2c1=O)c1ccc2c(c1)OCCO2 (configuration not stated)	16.9	9.6	0.9	-7.9	6.0	-27.3	20.0	-5.3	1.3
Cc1cc(=O)oc2cc(OCC(=O)OCC(=O)Nc3c(C)n(C)n(-c4ccccc4)c3=O)ccc12	4.9	-4.5	1.2	15.4	7.9	7.4	-14.1	15.6	-1.0
CC(C)(C)C1=C(C#N)C(c2ccc3c(c2)OCO3)C(C#N)=C(N)O1 (configuration not stated)	14.9	17.2	0.0	-3.4	1.2	-17.8	-13.5	-5.1	0.7
Cn1cnnc1SCc1ccc(C(=O)N=Nc2c(O)n(C)c3ccccc23)cc1	7.9	-6.9[fluorescence artefact?]	0.7	-0.8	16.1	-11.2	45.8	0.9	0.1
CCn1c2ccccc2c2nnc(SCc3ccc(C(=O)OC)o3)nc21	8.4	-6.1	-0.4	-31.2	-18.8	47.2	39.7	14.0	-0.7
CCOC(=O)C1(Cc2cccc(OC)c2)CCN(CC=C(C)C)CC1	8.2	-2.9	0.9	-18.2	9.7	-31.1	-14.1	9.4	0.3
O=C(/C=C/c1ccccc1)Nc1cccc(C(=O)O)c1	10.4	-3.5	0.3	3.4	63.9*[5 µM]	2.4	97.2*	5.3	1.4
O=C(CCC(=O)c1cccs1)Nc1ccc(F)c(F)c1F	4.5	1.0	0.8	1.9	12.4	-11.7	31.3	0.9	0.4
CN=C1SC(CC(=O)Nc2ccc(N3CCOCC3)cc2)C(=O)N1C (configuration not stated)	8.2	0.7	-0.5	-25.0	-5.2	-6.1	-12.0	5.0	-0.5
CCO[C@@H]1OC(C(=O)NCc2ccccc2)=C[C@H](C2CC2)[C@H]1CCCO	7.7	-4.2	-0.9	3.0	15.3	11.7	10.2	3.1	0.4
CCOc1ccc(N(CC)C(=O)c2nn(-c3ccc(OC)cc3)c(=O)c3c2c2ccccc2n3C)cc1	4.2	3.1	0.3	-3.8	9.8	8.0	8.6	16.1	1.1
CCN(CC(=O)Nc1ccc(NC(C)=O)cc1)C(=O)C(c1ccccc1)c1ccccc1	2.0	3.2[fluorescence artefact?]	0.9	-7.2	14.1	18.9	31.4	-5.0	0.4
COc1ccc2nc(SCC(=O)N3CCN(c4ccccc4F)CC3)c(C#N)cc2c1	·	·	0.1	-6.5	·	·	·	2.9	-0.5
COc1cccc(-c2nnc3sc(-c4ccco4)nn23)c1	5.0	4.1	1.2	-1.3	10.5	-25.4	4.6	-1.4	1.1
CCCc1cc(=O)[nH]c(SCC(=O)NC(=O)c2ccccc2)n1	5.5	0.7[fluorescence artefact?]	1.0	8.3	7.8	15.6	-7.3	-5.3	-0.6
CN1CCc2c(sc(/N=C/c3c[nH]c4ccccc34)c2C#N)C1	12.0	-9.3	1.1	9.2	-7.5	-24.2	4.9	·	5.2
Cc1cc2nsnc2c(S(=O)(=O)NCC(=O)O)c1C	7.0	·	1.2	-3.4	12.3	·	·	1.7	0.6
CCCCCC[n+]1c(-c2ccc(Cl)cc2Cl)csc1Nc1ccccc1	8.8	-7.6	1.3	-4.7	4.0	22.3	4.6	5.8	0.9
C/C(=N\NC(=O)NC1CCCCC1)c1ccc(OC(F)F)cc1OC(F)F	5.3	0.1	-0.1	-17.0	-9.5	-22.2	64.7	8.7	-0.3
CC1CCc2c(sc3ncnc(NCc4cccnc4)c23)C1 (configuration not stated)	8.0	-19.2	-1.1	4.9	6.3	12.1	22.6	4.7	-1.9
CCO[C@H]1OC(C(=O)Nc2ccccc2)=C[C@@H](C2CC2)[C@@H]1CCCO	8.7	-0.5	-0.5	-5.2	11.0	-2.3	4.3	-2.1	0.7
CCOc1ccccc1-n1nnnc1SCC(=O)Nc1cc(C)on1	11.5	-4.7	-0.3	-12.0	3.4	-5.1	-10.0	1.9	0.4
C=CCn1c(SCc2ccc(C(=O)Nc3nccs3)cc2)nnc1-c1ccc(C)c(Cl)c1	9.4	-3.4[fluorescence artefact?]	-0.6	-0.1	20.4	-2.7	59.6	1.9	-0.9
CCOc1ccc(OCC)c(NC(=O)C2CCCN2S(=O)(=O)c2cccc3cccnc23)c1 (configuration not stated)	11.9	6.3	-0.8	2.3	12.3	4.8	63.1	4.8	-2.8
CCN(CC)c1ccc(/C=N/NC(=O)c2ccc(Br)o2)cc1	10.4	-4.5[fluorescence artefact?]	-0.7	-1.9	22.5	-39.2	-12.6	-1.1	-1.2
CC(=O)CCc1oc2ccc(C)cc2c1-c1ccc(C)o1	8.4	-9.1	0.1	12.7	·	40.9	47.9	-2.0	-2.8
Cc1[nH]c2ccc(F)cc2c1CCN(Cc1cccnc1)C(=S)Nc1ccccc1	7.7	-12.0	0.3	10.4	10.1	-59.1	10.7	-4.0	-0.5
N#C/C(C(=O)N1CCOCC1)=C1/SC(Cc2ccccc2Cl)C(=O)N1c1ccccc1 (configuration not stated)	5.8	0.7[fluorescence artefact?]	-0.7	5.6	10.3	16.2	-2.7	-2.9	0.5
COCCN1C(=O)C(=O)/C(=C(/O)c2ccc(C)cc2)C1c1ccccn1 (configuration not stated)	6.1	-11.1	-0.1	3.3	-2.1	16.4	0.2	3.6	-0.2
COc1ccc(N(CC(O)Cn2nnc3ccccc32)S(=O)(=O)c2ccc(C)cc2)cc1 (configuration not stated)	2.1	8.8	0.2	-24.6	14.6	8.6	11.8	4.0	0.7
COc1cccc(N2CCN(CC(=O)Nc3nnc(-c4ccccc4)s3)CC2)c1	11.7	-0.5	1.1	-13.2	8.0	-11.9	64.1	-4.6	0.0
COc1cccc(CC(NC(C)=O)C(=O)NC2CCN(c3nnnn3-c3ccccc3)CC2)c1 (configuration not stated)	5.1	-3.8[fluorescence artefact?]	1.1	12.5	10.4	14.7	-13.1	2.9	-0.3
